RORgamma inh: ROR gamma (mouse) transcription inhibition. P51450. Potency, µM (series often up to 53.6 µM), inactives show top-dose activity change, negative = inhibition, hits mostly inhibitors. hit rate 5.4% among 310,000. Drosophila S2 Gal4-RORgamma UAS-luciferase reporter, 20 h. AID 2551; further: on the % scale 0 is the no-effect control and ±100 the full control effect; nearly all actives have a fitted effect of over 60% in size
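Using a luciferase readout, inhibitors were identified by reduced reporter activity in Drosophila cells coexpressing a copper-inducible Gal4–ROR gamma fusion and UAS-driven Photinus luciferase, incubated 20 hr after 700 uM copper sulfate.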
BRCA1 expr up: increases BRCA1 expression. MCF7-BRCA1-FFLuc reporter, luminescence, 48 h; response scale: scaled: vehicle 0%, 10 µM genistein 100%. Potency, µM (titrated, usually from 46.1 µM), inactives show top-dose activation, hits mostly activators. hit rate 1.1% among 380,000. AID 624202; further: nearly all actives have a fitted effect of over 80% in size; some results filed as inactive show a strong effect at the top dose
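Reporter cells (MCF7, BRCA1 promoter-firefly luciferase) received library compounds across a concentration series for 48 h. End-point luminescence was measured and concentration-effect curves derived after normalization.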
Gal4-VP16 FLuc: counter-screen for ROR gamma inhibitors: Gal4-VP16 reporter. Potency, µM (titrated, usually from 53.6 µM), for the others: at the top dose activity, negative = inhibition, actives largely listed as inhibitors. hit rate 3.5% among 310,000. AID 2546. Drosophila S2 Gal4-VP16 UAS-luciferase, luminescence, 20 h;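 further: Gal4-VP16 expression switched on by copper sulfate through the metallothionein promoter; on the % scale 0 is the no-effect control and ±100 the full control effect; nearly all actives have a fitted effect of over 50% in size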
Rab9 promoter act: activates the Rab9 promoter; Huh7 Rab9 promoter-luciferase reporter, luminescence, 24 h; Potency, µM (doses to about 9.22 µM), for the others: at the top dose activation, negative = inhibition, hits mostly activators; hit rate 2.8% among 320,000; AID 485297; further: % of control where 0% means no effect; nearly all actives have a fitted effect of over 60% in size
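Quantitative HTS format; Huh7 Rab9-luciferase reporter cells (1500/well) receive compound 2 h post-plating, incubate 24 h at 37 °C, then get luciferase reagent for 10 min before luminescence reading.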
ELG1 genotox: genotoxicity induction in ELG1-luciferase HEK293T cells; HEK293T ELG1-luciferase reporter, luminescence, 16 h; Potency, µM (titrated, usually from 46 µM), for the others: at the top dose activity change, positive = activation, most hits filed as activators; hit rate 1.3% among 330,000; AID 504466; further: % of control where 0% means no effect; nearly all actives have a fitted effect of over 60% in size
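Screening used a luciferase reporter fused to human ELG1 in HEK293T cells. Luminescence was read on a CCD plate imager after 16 hr exposure and 30 min ONE-Glo incubation.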
MBNL1 CUG block: inhibitors of human MBNL1 binding to CUG repeat RNA; Q9NR56; hit rate 0.036% among 280,000; Potency, µM (highest dose often 57.5 µM), for the others: at the highest dose activity change, negative = inhibition, actives largely listed as inhibitors; AID 2675; TR-FRET MBNL1-His/biotin-(CUG)12 binding, 665/545 ratio; active means well fitted inhibition curve with a large enough effect in the signal ratio, with a control signal flat, not every such curve was filed as active; inconclusive means small, poorly fitted or top-dose-only effect, or effect the other way, or a change in a side signal; inactive means no such curve, though single readings can be large or run the other way; the % refers to the signal ratio; further: on the % scale 0 is the no-effect control and ±100 the full control effect
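MBNL1-His + Biotin-(CUG)12, cpd titration 92 nM–58 uM; Tb anti-His Ab 0.055 ng/ul, SA-XL665 5 nM (final); 60 min RT; ratiometric 665/545 nm, Ex 340 nm; normalized to buffer and full-complex controls.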
FLuc modulator: firefly luciferase modulation, counter-screen for miR-21 project. AID 588342. Potency, µM (series often up to 57.5 µM), for inactives: top-dose activity change, negative = inhibition, usual class: inhibitors. P08659. purified FLuc, Km substrates, luminescence inhibition. hit rate 6.9% among 360,000;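 further: plate controls were vehicle for no effect and reference inhibitor for full effect; nearly all actives have a fitted effect of over 55% in size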
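Purified P. pyralis luciferase, 10 nM final, with Km-level 10 uM D-luciferin and 10 uM ATP in 50 mM Tris acetate pH 7.5, 10 mM Mg acetate, 0.01% Tween-20, 0.05% BSA; 6-point qHTS titration about 60 µM downward; luminescence read.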
NPC1 promoter act: NPC1 promoter activation; Huh7 NPC1 promoter luciferase reporter, 24 h; Potency, µM (highest dose often 9.22 µM), for inactives: at the top dose activation, hits mostly activators; hit rate 2.4% among 320,000;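 further: % of control where 0% means no effect; nearly all actives have a fitted effect of over 60% in size; reporter is driven by a mutant NPC1 promoter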
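Huh7 cells stably carrying NPC1 promoter–luciferase, plated in Opti-MEM with 10% FBS for 2 h, were exposed to compound in DMSO for 24 h at 37 °C; luciferase reagent was added for 10 min and luminescence read.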
CXXC DNA block: MLL CXXC-DNA interaction inhibition; MLL-CXXC / FITC-HOXA9 DNA fluorescence polarization; hit rate 0.037% among 290,000; Q03164; Potency, µM (doses to about 115 µM), without a hit: top-dose activity change, negative = inhibition, most hits filed as inhibitors; active means well fitted inhibition curve with a large enough effect in the polarisation, with a control signal flat, not every such curve was filed as active; inconclusive means small, poorly fitted or top-dose-only effect, or effect the other way, or a change in a side signal; inactive means no such curve, though single readings can be large or run the other way; the % refers to the polarisation
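Purified MLL-CXXC (added from a 7 uM solution) was preincubated 5 min at ambient with pinned compounds in 50 mM Tris-HCl pH 7.5, 50 mM NaCl, 1 mM DTT, 0.05% BSA. Fluorescein-labeled HOX-A9 DNA (50 nM solution) followed, 30 min, then polarization read.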
p53 reactivator: restores transcriptional activity of mutant p53 | hit rate 0.063% among 320,000 | Potency, µM (series often up to 92.2 µM), without a hit: top-dose activity change, positive = activation, actives largely listed as activators | AID 504706 | H1299 p53-A138V BP100-luciferase reporter, luminescence, 24 h; further: % of control where 0% means no effect; nearly all actives have a fitted effect of over 45% in size
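H1299 (p53-null), stable ts p53-A138V + BP100-Luc; 1000 cells/well, Opti-MEM/10% FBS; cpd 4 pt, 1:5; 24 h, 37 deg C, 5% CO2; detection reagent 10 min RT; luminescence.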
uPA surface inh: blocks generation of uPA at the cell surface. cell surface uPA generation assay, qHTS. AID 540303. Potency, µM (highest dose often 38.3 µM), without a hit: at the highest dose activity change, negative = inhibition, actives largely listed as inhibitors. hit rate 0.31% among 330,000; active means well fitted inhibition curve with a large enough effect; inconclusive means small, poorly fitted or top-dose-only effect; inactive means no such curve, though single readings can be large or run the other way; tested in mouse RAW 264.7 cells; further: on the % scale 0 is the no-effect control and ±100 the full control effect; nearly all actives have a fitted effect of over 55% in size
An asterisk follows results filed as active; ? = inconclusive; . = no result given; & = joins results of further samples; ! = repeats disagree; [ ] = another dose, or the depositor's remark. Unless noted, the call rests on the fitted dose curve; in most records, active means well fitted curve in the direction sought with a large enough effect; inconclusive means small, poorly fitted or top-dose-only effect, or another doubt; inactive means no such curve, though single readings can be large; an effect the other way counts as inactive or inconclusive. Potency means the concentration at half of the fitted maximal effect.

item	Molecule	RORgamma inh	BRCA1 expr up	Gal4-VP16 FLuc	Rab9 promoter act	ELG1 genotox	MBNL1 CUG block
1	CCCC(O)(CCC)C(=O)NNc1ccccc1	9%	-25%	-2%	0%	-3%	-24%
2	CCN(CC)S(=O)(=O)c1ccc2nc(CSc3nnnn3-c3ccc(O)cc3)[nH]c2c1	23%	-24%	-5%	-3%	-22%	15%
3	COc1ccc(C2C(C(N)=O)=C(C)Nc3nc(-c4ccccc4Cl)nn32)c(OC)c1 (configuration not stated)	-14%	-2%	-6%	-2%	12%	-12%
4	CS(=O)(=O)N1CCc2cc(-c3csc(NC(=O)Cc4cccs4)n3)ccc21	17%	-85%	?	-18%	-22%	21%
5	C/C(=N\NC(=O)c1cc(Br)ccc1O)c1cccc(NC(=O)c2ccccc2F)c1	11µM*	44%	1%	-5%	10%	-1%
6	COc1cccc(NC(=O)CSCc2n[nH]c(=O)[nH]2)c1	-2%	10%	2%	-1%	-1%	-4%
7	COc1ccc(OC)c(S(=O)(=O)Nc2ccc3c(c2)N(C(C)=O)CCC3)c1	.	1%	.	-4%	-1%	.
8	C/C(=N\NC(=S)Nc1ccccc1C)c1ccc(O)cc1	10µM*	-27%	?	9%	3%	1%
9	C=CCn1c(C)nnc1SCC(=O)c1[nH]c(C)c(C(C)=O)c1C	-7%	-30%	-12%	4%	6%	-6%
10	COc1ccc(/C=N\Nc2ccccn2)c(OC)c1	?	?	?	?	?	4%
11	O=C(NC(=S)NNC(=O)c1ccccc1O)c1ccc(F)cc1	-44%[1.91 µM]	-2%	?	3%	2%	-3%
12	O=C(NCCC1=CCCCC1)C1CCN(S(=O)(=O)c2ccc(Br)s2)CC1	?	-38%	-2%	-6%	-2%	2%

item	FLuc modulator	NPC1 promoter act	CXXC DNA block	p53 reactivator	uPA surface inh
1	5%	-3%	0%	-3%	-2%
2	0%	1%	-4%	3%	-1%
3	8%	-3%	17%	-6%	-4%
4	?	-20%	31%[activator]	0%	.
5	?	-1%	-1%	11%	1%
6	1%	1%	4%	-1%	6%
7	4%	-1%	.	2%	-5%
8	21µM*	1%	0%	-2%	20%
9	-1%	-4%	-2%	-2%	2%
10	3.4µM*	?	15%	.	-7%
11	27µM*	0%	?	.	-14%
12	1%	-4%	7%	6%	2%

The list continues.
item	Molecule	RORgamma inh	BRCA1 expr up	Gal4-VP16 FLuc	Rab9 promoter act	ELG1 genotox	MBNL1 CUG block
13	Cc1cc(C(=O)COC(=O)C2=NNC(=O)CC2)c(C)n1-c1ccc(OC(F)F)cc1	-15%	7%	11%	4%	0%	-3%
14	NCCCC[C@H](NC(=O)C1CCNCC1)c1nnc([C@@H](N)CO)o1	0%	0%	0%	1%	2%	-10%
15	CC(=O)c1ccc(OCCCC(=O)n2nnc3ccccc32)cc1	-17%	0%	-2%	3%	0%	21%
16	CCOC(=O)CC(NC(=O)c1ccccc1)c1ccc(OC)cc1 (configuration not stated)	26%	42%	2%	1%	4%	.
17	NC(=O)CSCc1nc2ccccc2s1	?	-8%	13%	12%	?	-5%
18	C=CCn1c(N)nc2ccccc21	-10%	-11%	-8%	1%	-1%	0%
19	CCCCc1ccc(NC(=O)CSc2nc(=O)n(CCCN3CCOCC3)c3c2CCC3)cc1	.	-60%	.	2%	-6%	.
20	CCOc1ccc(-n2c(SCc3cc(=O)oc4cc(C)c(C(C)C)cc34)nnc2-c2cccnc2)cc1	-13%	-20%	2%	-7%	-2%	-23%
21	N=c1ccn(Cc2ccc(F)cc2)cc1	?	-33%	?	-42%[inhibitor]	-11%	-9%
22	CCOC(=O)c1ccc2[nH]c(C)cc(=O)c2c1	22%	5%	2%	2%	4%	4%
23	CCOc1ccc(NC(=O)c2c[nH]n3c(=O)cc(C4CCN(C(=O)OC(C)(C)C)CC4)nc23)cc1	18%	2%	-7%	4%	1%	-3%
24	COc1ccc(-n2nnc3c(SCC(=O)c4ccccc4)ncnc32)cc1	-18%	8%	-3%	-1%	1%	18%

item	FLuc modulator	NPC1 promoter act	CXXC DNA block	p53 reactivator	uPA surface inh
13	-12%	3%	4%	-4%	0%
14	-1%	-2%	-19%	0%	-4%
15	-13%	2%	32%[activator]	-2%	2%
16	6%	-3%	-5%	1%	11%
17	?	9%	2%	13%	3%
18	2%	2%	-1%	2%	6%
19	-15%	-4%	.	-9%	-8%
20	0%	-2%	4%	-9%	-5%
21	-1%	-34%[inhibitor]	2%	2%	?
22	-2%	-2%	1%	2%	-2%
23	?	-5%	-21%	5%	11%
24	?	-8%	1%	24%	5%

Further structures
item	Molecule	RORgamma inh	BRCA1 expr up	Gal4-VP16 FLuc	Rab9 promoter act	ELG1 genotox	MBNL1 CUG block
25	CCOC(=O)C1=C(O)CSC1=Nc1ccccc1	?	29%	-7%	-4%	0%	1%
26	CCN(CC)CCn1c(NC(=O)c2ccc(C(F)(F)F)cc2)nc2ccccc21	0.22µM*	1%	0.35µM*	2%	-1%	14%
27	O=C1OCCC1S(=O)(=O)c1ccc2ccccc2c1 (configuration not stated)	-15%	2%	-8%	1%	3%	1%
28	COc1ccc(Cc2nnc(SCC(=O)N3CCN(c4ccccc4)CC3)o2)cc1	1%	-27%	-1%	1%	-13%	6%
29	Cc1ccc(N2C(=O)c3cccc4c(N5CCN(C)CC5)ccc(c34)C2=O)c2cccnc12	4%	-69%	-12%	-20%	-5%	?
30	Cc1ccc(N(CC(=O)O)S(C)(=O)=O)cc1	-1%	0%	-7%	1%	4%	10%
31	CC(=O)c1c(C)[nH]c(C(=O)CSc2nnc(CN3CCCCCC3=O)n2-c2ccccn2)c1C	-4%	-12%	5%	3%	4%	-11%
32	Cc1ccsc1C(=O)N1CCN(c2ncccn2)CC1	.	6%	.	2%	0%	.
33	COC(=O)CN1C(=S)N(c2ccc(F)cc2)C(=O)C1CC(=O)Nc1ccc(OC)cc1 (configuration not stated)	12%	19%	4%	?	2%	-5%
34	CCCc1nnc(SCC(=O)N2CCCCC2C)n1CCCOC (configuration not stated)	-1%	-1%	-11%	0%	1%	-15%
35	CC1=C(C#N)C(/C=N/OCc2ccc(Cl)cc2)CC(=O)N1 (configuration not stated)	13%	?	1%	2%	-2%	6%
36	COc1cccc(CNc2ccc(Br)cn2)c1O	-37%	?	?	2.8µM*	?	-15%
37	CCN1C(=S)N[C@@H](CCc2ccccc2)[C@H](C(=O)OC)[C@H]1C	2.2µM*!	11%	?	-2%&1%	0%	-7%&-6%
38	N#C/C(=C/c1ccc(CNS(=O)(=O)c2ccccc2)o1)C(=O)NCc1ccccc1	44%	-5%	-15%	-4%	0%	.
39	CCCCN(CCCC)C(=O)CN(C)S(=O)(=O)c1ccc2c(c1)n(C)c(=O)c(=O)n2C	12%	3%	3%	-2%	0%	-4%

item	FLuc modulator	NPC1 promoter act	CXXC DNA block	p53 reactivator	uPA surface inh
25	3%	-1%	12%	-3%	1%
26	-2%	1%	12%	15%	1%
27	1%	-1%	-12%	3%	.
28	5%	-3%	12%	-4%	.
29	-1%	-3%	?	-15%	?
30	-1%	-6%	-5%	0%	1%
31	1%	0%	-6%	5%	-6%
32	0%	-1%	.	-3%	-17%
33	1%	-1%	-1%	-4%	-2%
34	-2%	-3%	0%	1%	0%
35	-1%	-1%	6%	7%	-2%
36	1.5µM*	1µM*	-5%	6%	.
37	2%&1%	1%&-4%	-3%&0%	9%	2%
38	1%	0%	-2%	-5%	-1%
39	0%	-4%	-4%	-3%	-23%

The list is partial. The share of hits here may be higher or lower than overall.
